PAFAH1B3 inh – blocks human PAF acetylhydrolase 1B catalytic subunit 3 | recombinant PAFAH1B3, FP-rhodamine probe, fluorescence polarization | inhibition, % at 3.39 µM | 0.28% of 340,000 active;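 active = inhibition above the screen-wide average of all tested compounds plus 3 SD, cut at about 25% in these data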;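 note: 0% = enzyme with DMSO only and 100% = wells lacking PAFAH1B3 protein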
GSTO1 counter – GSTO1 inhibition, counter-screen for RBBP9 inhibitors. P78417. 1.1% of 300,000 active. inhibition, % at 5.96 µM. recombinant GSTO1, activity-based probe fluorescence polarization;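 active = inhibition above the campaign mean inhibition plus 3 SD, cut at about 35% in these data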;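 note: 0% = GSTO1-1 with DMSO and 100% = wells lacking GSTO1-1 enzyme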
Target sequence (P78417 whole entry, looked up): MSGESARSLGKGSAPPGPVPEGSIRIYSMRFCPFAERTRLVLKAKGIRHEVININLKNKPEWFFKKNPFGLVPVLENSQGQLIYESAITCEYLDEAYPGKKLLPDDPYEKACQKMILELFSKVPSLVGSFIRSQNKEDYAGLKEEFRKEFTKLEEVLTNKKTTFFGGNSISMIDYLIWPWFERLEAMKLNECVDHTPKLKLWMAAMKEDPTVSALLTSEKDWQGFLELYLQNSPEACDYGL
LYPLA1 counter – counter-screen for PME1 inhibitors: inhibitors of human LYPLA1; O75608; recombinant LYPLA1, FP-Rh probe fluorescence polarization; inhibition, % at 5.9 µM; 0.16% of 320,000 active;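 active = inhibition above the mean of all tested compounds plus 3 SD, set per campaign, cut at about 14% in these data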;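 note: inhibitors block serine hydrolase probe labeling of LYPLA1 so polarization falls; 0% = enzyme with DMSO and 100% = wells lacking LYPLA1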
Target sequence (O75608 whole entry, looked up): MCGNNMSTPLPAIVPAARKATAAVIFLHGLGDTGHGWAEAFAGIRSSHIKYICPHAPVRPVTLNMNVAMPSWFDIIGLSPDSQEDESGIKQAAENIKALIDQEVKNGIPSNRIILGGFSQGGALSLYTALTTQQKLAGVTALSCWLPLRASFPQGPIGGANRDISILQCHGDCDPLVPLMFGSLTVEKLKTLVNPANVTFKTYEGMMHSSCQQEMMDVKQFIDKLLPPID
ZTA counter – blocks Epstein-Barr virus ZTA, an EBNA-1 counter-screen | 0.15% of 320,000 active | AID 2234 | ZTA-DNA binding, fluorescence polarization | inhibition, % at 11 µM; in the data active = inhibition above about 33%
Target sequence (P03206 whole entry, looked up): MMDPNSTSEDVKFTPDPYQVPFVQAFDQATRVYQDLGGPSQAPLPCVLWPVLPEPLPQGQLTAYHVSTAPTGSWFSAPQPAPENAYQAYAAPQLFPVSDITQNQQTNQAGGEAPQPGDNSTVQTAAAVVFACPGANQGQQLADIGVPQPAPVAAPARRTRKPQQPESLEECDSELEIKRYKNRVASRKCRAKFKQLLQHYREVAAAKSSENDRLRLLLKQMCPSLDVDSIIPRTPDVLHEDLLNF
PAD4 inh – PAD4 (human) enzyme inhibition. Q9UM07. recombinant PAD4, RCA probe fluorescence polarization. inhibition, % at 6.36 µM. 0.41% of 330,000 active. AID 485272;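 active = percent inhibition above a cutoff equal to the mean of all tested compounds plus 3 SD, cut at about 15% in these data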;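 note: 0% = PAD4 with RCA probe and DMSO and 100% = probe without PAD4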
LYPLA2 counter – counter-screen for PME1 inhibitors: inhibitors of human LYPLA2; inhibition, % at 5.9 µM; AID 2177; O95372; recombinant LYPLA2, FP-Rh probe fluorescence polarization; 0.38% of 320,000 active;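 active = inhibition above the screen-wide mean plus 3 SD, limit set per campaign, cut at about 26% in these data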;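 note: 0% = LYPLA2 with DMSO and 100% = wells lacking LYPLA2 enzyme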
Target sequence (O95372 whole entry, looked up): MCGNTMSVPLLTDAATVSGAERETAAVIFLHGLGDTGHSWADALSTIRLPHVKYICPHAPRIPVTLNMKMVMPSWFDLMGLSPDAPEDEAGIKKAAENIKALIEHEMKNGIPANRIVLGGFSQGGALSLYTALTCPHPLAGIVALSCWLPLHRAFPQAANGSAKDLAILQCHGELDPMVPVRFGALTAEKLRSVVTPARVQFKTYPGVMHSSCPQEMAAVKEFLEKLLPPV
PAFAH2 FP inh – PAFAH2 (human) inhibition. recombinant PAFAH2, FP-rhodamine activity probe, fluorescence polarization. inhibition, % at 3.39 µM. 0.99% of 340,000 active. AID 492956;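 active = inhibition above the mean over all tested compounds plus 3 SD, cut at about 30% in these data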;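 note: inhibitors block probe labeling of enzyme so polarization drops; 0% = enzyme with DMSO and 100% = wells lacking PAFAH2 protein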
PREPL inhibitor – inhibitors of human prolyl oligopeptidase-like enzyme PREPL; 0.68% of 320,000 active; recombinant PREPL, fluorescence polarization activity-based probe; inhibition, % at 5.96 µM; Q4J6C6; in the data active = inhibition above about 43%;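 note: 0% = enzyme with DMSO and 100% = wells lacking enzyme; many of its hits are not listed in these tables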
EBNA-1 inh – blocks EBNA-1 binding to DNA. EBNA-1 DNA binding, fluorescence polarization. inhibition, % at 14.8 µM. 0.34% of 300,000 active. AID 1950; in the data active = inhibition above about 28%
Starred values were filed as active, the others as inactive; nt = no result given.

SMILES	PAFAH1B3 inh	GSTO1 counter	LYPLA1 counter	ZTA counter	PAD4 inh	LYPLA2 counter	PAFAH2 FP inh	PREPL inhibitor	EBNA-1 inh
O=C1C2C3C=CC([C@@H]2C(=O)N1Cc1cccnc1)C31CC1 (stereo partly drawn)	3.3	0.3	2.7	-0.6	-0.5	-1.8	-0.8	14.8	-8.0
COC(=O)CSc1nc(-c2cccs2)ccc1C#N	-2.7	0.4	-1.5	-6.8	-5.8	-4.8	1.2	12.3	1.1
O=C(Nc1ccc2c(c1)OCO2)c1cc(-c2ccc(O)cc2)on1	2.0	13.4	-2.8	-0.6	1.1	-5.3	-4.8	4.4	-11.4
Nc1cc(C2CCCC2)nn1-c1ccccc1	3.5	-0.8	2.3	1.4	5.2	2.8	1.4	1.6	7.1
Cc1ccc(C2C(C(=O)c3sc(C)nc3C)=C(O)C(=O)N2CCN(C)C)o1 (stereo not drawn)	-3.4	-0.1	-1.1	-2.6	-2.4	0.3	-4.2	3.3	1.5
CCC1CCCCN1C(=O)c1ccc(OC2CCN(C(=O)CCOC)CC2)cc1 (stereo not drawn)	2.5	6.6	-1.9	-6.7	5.6	-2.2	2.6	19.3	-6.5
Cc1cccc(NC(=O)NCc2ccc3c(c2)OCO3)c1	8.9	-2.4	-0.8	-8.0	3.1	2.3	5.0	8.4	0.7
Cc1cccc(NC(=O)[C@@H](NC(=O)[C@@H]2Cc3ccccc3CN2)C(C)C)c1	6.7	4.6	-0.4	7.0	-1.2	-7.5	0.3	22.4	-2.9
COc1cccc(-c2nc(CS(=O)CC(=O)NC(C)CCc3ccccc3)c(C)o2)c1 (stereo not drawn)	-1.1	0.0	1.1	-0.5	2.6	11.3	1.2	-23.6	-0.2
Cc1ccc(-c2nc(N)n(S(C)(=O)=O)n2)cc1	8.9	5.7	-3.4	-1.2	1.3	-4.2	-3.2	11.2	3.3
CC1CN(S(=O)(=O)c2cccc(C(=O)NCCCn3ccnc3)c2)CC(C)O1 (stereo not drawn)	2.0	2.0	-1.5	13.2	3.3	-5.3	-7.8	4.2	12.0
COCc1nnc(NC(=O)CC(c2ccccc2)c2ccccc2)s1	2.7	2.6	3.9	-14.4	0.3	6.1	3.8	-12.6	-14.8
CCCOC(=O)C1=C(C)NC2=C(C(=O)CCC2)C1c1cc(OC)ccc1OC (stereo not drawn)	4.1	-3.1	0.8	-10.3	-4.1	3.1	-3.9	-2.8	7.7
COc1ccccc1-c1coc2cc(OCC(=O)OCc3ccccc3)ccc2c1=O	-5.2	11.0	-5.5	-2.3	-8.1	7.8	-1.4	-7.6	0.7
COc1ccc(/C=C2\SC(=S)N(CC3CCCO3)C2=O)cc1 (stereo not drawn)	-9.6	13.5	0.0	-6.6	-2.5	5.5	3.0	-6.6	-7.0
Cc1cccc(OCc2nc(C#N)c(NCCN(C)C)o2)c1	5.1	2.1	5.3	-5.8	1.0	5.5	4.6	5.9	-0.2
CCN(CC)S(=O)(=O)c1ccc(N2CCOCC2)c(NC(=O)c2cc(Cl)c3c(c2)OCO3)c1	3.3	nt	nt	nt	-1.3	nt	2.9	4.7	nt
COC(=O)CSc1nnc(-c2ccc(S(=O)(=O)N3CCCCC3)cc2)o1	0.5	4.1	-5.5	-9.2	-1.1	-2.8	-6.9	8.7	-8.8
O=C(N/N=C/c1ccncc1)c1nn(Cc2ccccc2)c(=O)c2ccccc12	2.1	-4.2	-0.6	-2.7	-0.2	-4.7	4.6	-1.8	-3.1
Cc1ccc(S(=O)(=O)N2CCN(C(=O)c3ccco3)CC2)c(C)c1	4.9	3.4	1.2	7.7	-0.9	3.5	1.4	-8.3	-0.2
CC(C)Nc1nc(NC(N)=S)nc(NC(C)(C)C)n1	-3.4	-5.1	-1.2	8.7	-3.1	-4.6	-5.1	-3.1	0.6
Cc1nn(Cc2noc(C(=O)NCCc3ccccn3)n2)c(C)c1Br	5.9	12.2	4.1	-6.7	6.0	-3.4	-4.0	8.2	-5.8
COc1ccc2nc(SCc3ccccc3)nc(C)c2c1	5.9	-3.1	-3.5	25.9	2.3	1.7	7.2	-8.9	11.4
O=[N+]([O-])c1ccc(OCc2nnc(-c3ccccc3)o2)cc1	4.5	3.5	1.0	-1.1	-3.7	10.2	3.1	8.1	-11.1
COc1ccccc1CNc1nc2nc(C)c(C)c(=O)n2[nH]1	3.2	3.2	-1.7	7.8	-2.6	7.0	-4.4	-6.2	10.8
(continued)
SMILES	PAFAH1B3 inh	GSTO1 counter	LYPLA1 counter	ZTA counter	PAD4 inh	LYPLA2 counter	PAFAH2 FP inh	PREPL inhibitor	EBNA-1 inh
CCOc1cccc(CNCCNC(=O)c2nonc2N)c1	-2.4	0.2	-6.2	-0.9	-1.7	-6.5	-6.0	12.0	-0.3
O=C(Nc1cc(=O)c2ccccc2o1)N1CCCCC1	4.3	-1.5	-1.4	-10.5	2.1	3.1	-2.2	-3.0	-2.8
COc1cccc(C(=O)Nc2cc(C(=O)NCc3ccc(C)cc3)ccc2N2CCC3(CC2)CC(c2cccc(Br)c2)=NO3)c1	-10.9	-1.2	-4.3	-6.7	0.6	-3.9	-7.8	2.9	2.2
O=C(CCn1c(=O)c2cccn2c2ccccc21)Nc1ccc(F)cc1	0.1	-4.0	1.0	-19.2	-4.3	10.0	-1.9	1.6	-4.7
C#CCOCCOCCOCCNc1nc(N2CCN(C(=O)Cn3cc(CC(C)O)nn3)CC2)nc(N2CCN(C(=O)[C@H](C)n3cc(CCCN=C(N)N)nn3)CC2)n1 (stereo partly drawn)	nt	24.8	0.9	11.8	-1.9	-1.1	nt	-2.0	-2.4
COc1ccc(Cl)cc1NC(=S)N(Cc1cccnc1)Cc1ccco1	0.1	8.4	3.0	11.0	-5.3	6.6	2.4	16.0	9.8
Cn1c(=O)c2c(nc(NCc3ccc4c(c3)OCO4)n2Cc2ccc(F)cc2)n(C)c1=O	7.8	18.4	-0.8	4.2	-1.4	-2.5	7.6	2.3	-6.1
O=C(c1ccc(F)cc1)C1CCN(C(=O)c2ccccc2F)CC1	10.6	-3.6	2.4	-1.3	-2.2	2.6	2.4	9.0	-5.0
COc1ccccc1C1CC(c2ccc(Br)cc2)=NN1C(=O)c1cccnc1 (stereo not drawn)	-6.0	4.9	-5.3	-10.9	1.4	-1.2	0.9	22.0	-1.5
O=c1/c(=C\c2ccc(F)cc2)sc2n1CCCN=2	1.3	2.4	4.5	-2.4	-3.3	11.5	2.2	4.4	-4.5
Cc1ccccc1OCCCCc1c(C)n[nH]c1C	9.2	7.8	3.6	-29.2	-1.1	1.1	-1.1	1.2	-2.5
C=CCN(CC(=O)NC1CCS(=O)(=O)C1)S(=O)(=O)c1ccccc1C(F)(F)F (stereo not drawn)	6.4	0.3	-2.8	4.4	-1.0	-2.2	-3.5	5.7	9.5
Cc1[nH]c(SCC(=O)Nc2cc(C(N)=O)cc(C(N)=O)c2)nc1Cc1ccccc1	3.5	nt	nt	nt	0.1	nt	7.0	6.6	nt
COc1cc2[nH]c(=O)n(CCC(=O)N3CCN(Cc4ccccc4)CC3)c(=O)c2cc1OC	6.2	-0.7	-3.8	2.1	1.0	-9.3	1.2	3.8	0.4
Cc1occc1C(=O)N/N=C/c1ccc(Cl)c([N+](=O)[O-])c1	7.0	0.5	-4.6	6.2	-2.3	-3.9	-7.7	7.3	-4.3
CCc1ccc(NC(=O)c2cnc3n(c2=O)CCS3)cc1	-0.7	3.9	-1.2	-3.2	2.6	2.5	-0.3	13.1	0.8
COc1ccc(C2c3ccc(O)cc3Oc3ncn(Cc4ccccc4)c(=N)c32)cc1OC (stereo not drawn)	32.4*	1.5	-4.3	-10.2	-2.1	-1.1	46.2*	-4.6	-4.8
Cc1nc2ccc(F)cc2cc1C(=O)NC(C)C	3.0	6.5	-1.0	-4.3	-6.4	3.9	-2.9	3.4	-2.0
CCn1c(SCC(=O)NCc2ccc(C)cc2)nnc1-c1ccncc1	5.8	2.4	0.5	9.6	-1.9	3.8	0.1	5.4	-1.1
CN(C)c1ccc(C(CC(=O)O)NC(=O)c2ccc(Cl)cc2)cc1 (stereo not drawn)	-3.5	-0.1	-4.1	0.1	1.0	-3.5	1.5	-1.3	-14.0
O=c1cc(N2CCOCC2)[nH]c(=O)n1-c1ccc(Br)cc1	-10.1	-0.2	-0.8	6.0	0.0	-3.6	-5.4	-0.5	9.5
O=C(COc1ccc(Cl)cc1)NNC(=O)CSc1nncs1	6.5	8.8	1.0	-15.4	0.7	4.2	2.1	14.0	5.6
Cc1nc2ccccn2c1/C(O)=C1\C(=O)C(=O)N(CCCN(C)C)C1c1ccc(F)cc1 (stereo not drawn)	nt	1.7	-2.3	5.3	-5.9	-2.4	nt	-2.0	6.7
O=C(NCc1cccc(C(F)(F)F)c1)C1CC(c2c(Cl)cccc2Cl)=NO1 (stereo not drawn)	5.2	-6.6	-5.8	-4.6	-2.1	-5.8	-1.3	-27.4	10.2
O=C(O)Cn1ccc2ccccc21	1.3	-2.8	0.4	14.3	6.5	2.9	-0.7	-3.9	9.5
(further entries)
SMILES	PAFAH1B3 inh	GSTO1 counter	LYPLA1 counter	ZTA counter	PAD4 inh	LYPLA2 counter	PAFAH2 FP inh	PREPL inhibitor	EBNA-1 inh
COc1ccccc1-c1cc(C(=O)Nc2cc(C)nn2-c2ccccc2)no1	6.9	1.1	-6.0	-12.1	2.6	2.1	-1.1	0.6	-5.2
CCCCOc1ccc(C(=O)N2CCCC2C(=O)O)cc1 (stereo not drawn)	1.6	5.3	-0.8	12.7	1.7	-1.2	-3.4	7.7	1.0
Cc1csc(CN(C)C(=O)c2cn(Cc3cccc4ccccc34)nn2)n1	2.9	1.6	-2.6	8.7	-2.5	-8.1	2.8	16.8	-11.0
CC(C)NCC(O)(c1ccc(Cl)cc1)c1ccc(Cl)cc1	28.6*	-1.4	0.7	-13.7	4.6	7.8	-5.4	-10.6	-8.7
CCCCCn1c2nc3ccccc3nc2c2c(=O)n(CC(C)C)cnc21	3.1	-4.2	4.6	-0.6	-2.7	7.3	3.3	11.4	4.2
CC(C)N(CC#CCC(O)(c1ccccc1)c1ccccc1)C(C)C	15.8	5.6	1.8	-27.1	9.0	4.7	7.4	16.9	-0.6
COc1ccc(N2CCN(C(CNC(=O)c3ccc4c(c3)OCO4)c3ccco3)CC2)cc1 (stereo not drawn)	4.4	6.7	5.4	-12.2	5.0	12.8	0.1	6.5	6.5
O=C(N=C1SC2CS(=O)(=O)CC2N1c1ccccc1)C1CC1 (stereo not drawn)	3.7	-0.8	-5.7	5.3	4.4	-5.7	3.2	-3.8	3.7
COC(=O)CCN(C(=O)c1cc(OC)c(OC)c(OC)c1)c1ccccn1	8.1	1.8	0.0	10.0	2.8	1.3	-6.7	1.8	4.5
O=C(COC(=O)c1ccc2c(c1)OCCO2)NC1CCCCC1	-3.0	nt	2.5	-9.9	-3.5	2.8	87.1*	-0.5	nt
Cc1ccc2c(c1)cc(CN(Cc1ccco1)S(=O)(=O)c1ccccc1)c1nnnn12	-2.0	-2.8	-1.4	12.4	-2.1	-1.3	-2.8	3.3	8.3
Cc1ccc(NC(=O)c2cn(-c3cccc(C)n3)cn2)cc1	6.4	-2.0	0.0	-12.2	-3.3	8.7	3.7	-7.1	-3.7
COc1cc2[nH]c(=S)n(Cc3cccs3)c(=O)c2cc1OC	-7.1	11.6	-5.6	-21.2	-12.0	-7.9	7.1	0.2	3.5

Screening data from PubChem.

A portion of the library. The share of hits here may be higher or lower than overall.
